Tat export inh: blocks Tat-dependent protein export in E. coli | E. coli MC4100 TorA-mCherry Tat export, fluorescence | inhibition, % at 10 µM | 0.036% of 340,000 active;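 active = mean replicate inhibition at least 50% and at least half of replicates individually reaching 50%; inconclusive = only one of the two criteria met; inactive = neither criterion met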;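 note: exported cargo escapes ClpAP degradation while cytoplasmic cargo is degraded and loses fluorescence; 0% = median of neutral control wells and 100% = median of NaSCN control wells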
Rtt109 Vps75: C. albicans Rtt109 histone acetyltransferase inhibition; inhibition, % at 34.9 µM; 0.16% of 330,000 active; AID 540336; purified Rtt109/Vps75, ThioGlo CoA-SH fluorescence, 4 h; Q5AAJ8;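 active = inhibition of at least 50% in every replicate; inconclusive = best replicate reaches 50% inhibition but some replicates fall short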
Target sequence (Q5AAJ8 whole entry, looked up): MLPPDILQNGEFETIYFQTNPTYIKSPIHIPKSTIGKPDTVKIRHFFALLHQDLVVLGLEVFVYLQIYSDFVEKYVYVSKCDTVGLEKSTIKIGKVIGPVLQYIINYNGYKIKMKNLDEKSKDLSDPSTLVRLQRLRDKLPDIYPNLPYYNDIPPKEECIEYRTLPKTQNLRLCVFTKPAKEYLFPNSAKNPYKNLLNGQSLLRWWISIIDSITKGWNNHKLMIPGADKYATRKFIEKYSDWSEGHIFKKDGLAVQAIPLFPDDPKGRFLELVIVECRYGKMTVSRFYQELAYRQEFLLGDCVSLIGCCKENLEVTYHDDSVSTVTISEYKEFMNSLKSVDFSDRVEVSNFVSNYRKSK
phage Ecoli inh: E. coli growth loss with phage present. growth absorbance. inhibition, % at 11.9 µM. 0.26% of 360,000 active; in the data active = inhibition above about 11%
AddAB inh: less growth of phage-infected E. coli with AddAB; E. coli expressing H. pylori AddAB, absorbance growth; inhibition, % at 11.9 µM; AID 435030; 0.29% of 330,000 active; in the data active = inhibition above about 12%;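 note: 0% = vehicle wells of infected cells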
PvdQ acylase: blocks Pseudomonas aeruginosa PvdQ acylase activity; AID 488965; 0.063% of 340,000 active; purified PvdQ acylase, fluorescence plate reader; inhibition, % at 10 µM; in the data active = inhibition above about 30%, passing the limit was not always enough; inconclusive = no clear call, values can overlap the other calls;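 note: 0% = vehicle neutral wells and 100% = reference inhibitor wells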
DAGLB inhibitor: blocks human DAGLB lipase activity; inhibition, % at 5.17 µM; HEK293T DAGLB membrane lysate, EnzChek fluorogenic substrate; AID 504411; Q8NCG7; 0.059% of 340,000 active; in the data active = inhibition above about 34%;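 note: 0% = enzyme with vehicle and 100% = wells lacking enzyme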
Target sequence (Q8NCG7 whole entry, looked up): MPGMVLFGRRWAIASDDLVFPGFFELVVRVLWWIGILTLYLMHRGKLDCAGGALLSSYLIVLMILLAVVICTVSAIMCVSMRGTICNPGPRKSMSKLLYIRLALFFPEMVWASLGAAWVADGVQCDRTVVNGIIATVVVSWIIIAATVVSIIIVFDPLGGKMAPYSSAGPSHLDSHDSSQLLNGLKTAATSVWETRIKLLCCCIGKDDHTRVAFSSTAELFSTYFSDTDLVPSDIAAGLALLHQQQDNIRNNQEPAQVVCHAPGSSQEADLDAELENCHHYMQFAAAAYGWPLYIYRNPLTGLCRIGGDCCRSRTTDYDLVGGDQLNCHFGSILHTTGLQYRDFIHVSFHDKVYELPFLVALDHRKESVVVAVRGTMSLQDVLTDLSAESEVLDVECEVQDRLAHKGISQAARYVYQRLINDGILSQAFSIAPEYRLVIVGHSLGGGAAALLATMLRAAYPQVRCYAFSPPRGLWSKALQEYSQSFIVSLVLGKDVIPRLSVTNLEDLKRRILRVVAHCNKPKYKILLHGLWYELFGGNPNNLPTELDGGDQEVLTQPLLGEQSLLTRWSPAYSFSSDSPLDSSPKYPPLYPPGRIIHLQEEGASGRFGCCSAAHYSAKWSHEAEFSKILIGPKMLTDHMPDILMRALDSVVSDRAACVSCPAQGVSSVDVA
PfHsp90 yeast 2: inhibits growth of yeast expressing Plasmodium falciparum Hsp90; S. cerevisiae expressing PfHsp90, BacTiter-Glo ATP, 48 h; yeast lacking PDR1 and PDR3 efflux regulators; inhibition, % at 9.4 µM; 0.32% of 310,000 active;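 active = every replicate shows inhibition above about 80%, whatever the replicate mean, limit read from the data; inconclusive = mean inhibition reaches the set limit but some replicate falls short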;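 note: 0% = DMSO neutral controls and 100% = 20 µM radicicol positive controls; yeast relying on Plasmodium falciparum Hsp90 in place of its own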
CAL PDZ inh: inhibitors of human CAL PDZ peptide binding | 0.02% of 330,000 active | inhibition, % at 20 µM | AID 504414 | purified CAL PDZ, TMR-peptide fluorescence polarization, 1 h;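 active = highest replicate inhibition of at least 40%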;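 note: plate controls were DMSO neutral control wells for no effect and unlabeled competitor peptide control wells for full effect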
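material = purified tagged CAL PDZ domain construct (CerCALP) | buffer or medium = sodium phosphate/NaCl buffer pH 7.4 with TCEP, IgG, Thesit | reagent = TMR-labelled reporter peptide T*-PRC34 bound in PDZ groove | incubation = 1 h room-temperature incubation prior to read | measured by = fluorescence polarization (mP) | evaluation = percent inhibition from loss of millipolarization | control set = unlabelled peptide and DMSO controls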
E coli growth: bacterial growth inhibition, counter-screen for AddAB inhibitors | E. coli V3065 growth, OD600 absorbance, 18 h | inhibition, % at 11.9 µM | 0.27% of 330,000 active | AID 449728;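 active = inhibition above the campaign's mean inhibition across all tested compounds plus 3 SD, cut at about 9.9% in these data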;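 note: uninfected addAB+ strain grown without phage in ampicillin broth; 0% = DMSO wells and 100% = ciprofloxacin 0.95 µg/ml wells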
Wnt bcat act: activates Wnt/beta-catenin signaling in a reporter cell assay | activator, plate reader | activation, % at 9.35 µM | 1.2% of 300,000 active | AID 743398; in the data active = activation above about 30%, passing the limit was not always enough; inconclusive = no clear call, values can overlap the other calls;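 note: 0% = neutral control wells and 100% = positive control wells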
The depositor's hits bear a star.

COc1ccc(N(CC(=O)N2CCc3ccccc3C2)S(C)(=O)=O)cc1OC was read as Tat export inh 4, Rtt109 Vps75 1, phage Ecoli inh 5.4, AddAB inh 2.9, PvdQ acylase 4, DAGLB inhibitor 1, CAL PDZ inh 0.5 and E coli growth -1.0.
C=CCNCCCCOc1ccc(C)cc1[N+](=O)[O-] was read as Tat export inh 6, Rtt109 Vps75 -5, phage Ecoli inh -2.8, AddAB inh -0.3, PvdQ acylase -20, DAGLB inhibitor 1, PfHsp90 yeast 2 -5, CAL PDZ inh 0.7 and E coli growth -2.0.
Screening O=C(NC1CCCCC1)NC12CC3CC(CC(C3)C1)C2 returned Tat export inh -1, Rtt109 Vps75 -4, phage Ecoli inh 1.0, AddAB inh 0.8, PvdQ acylase -18, DAGLB inhibitor 0, PfHsp90 yeast 2 -15, CAL PDZ inh -1.2, E coli growth 0.5 and Wnt bcat act -1.
For CCOC(=O)C1CCN(Cc2cnc(Oc3ccc(N)cc3)s2)CC1 the results were Tat export inh 5, Rtt109 Vps75 -4, phage Ecoli inh 1.7, AddAB inh 3.6, PvdQ acylase -14, DAGLB inhibitor -3, PfHsp90 yeast 2 -8, CAL PDZ inh -0.2, E coli growth -1.8 and Wnt bcat act 0.
For O=C(CCc1ccccc1)OCC(=O)c1ccc(Br)cc1 the results were Tat export inh -15, Rtt109 Vps75 21, phage Ecoli inh 2.5, AddAB inh 1.9, PvdQ acylase 1, DAGLB inhibitor -6, PfHsp90 yeast 2 -15, CAL PDZ inh -3.0, E coli growth 0.6 and Wnt bcat act -1.
`CCCn1c(SCC(=O)Nc2ccccc2Cl)n[nH]c1=O` gave Tat export inh -4, Rtt109 Vps75 8, phage Ecoli inh 1.4, AddAB inh 4.6, PvdQ acylase -13, DAGLB inhibitor 0, PfHsp90 yeast 2 12, CAL PDZ inh -2.0, E coli growth -0.3 and Wnt bcat act 0.
`O=C(NC(=O)N1CCCCC1)c1ccc(Cl)cc1` gave Tat export inh -1, Rtt109 Vps75 -1, phage Ecoli inh 1.0, AddAB inh 4.4, PvdQ acylase -12, DAGLB inhibitor 0, PfHsp90 yeast 2 5, CAL PDZ inh -0.1, E coli growth 0.7 and Wnt bcat act 0.
Screening COC(=O)c1ccc(NC(=S)NC(=O)c2c(Cl)cnn2C)cc1 returned Tat export inh 12, Rtt109 Vps75 -3, phage Ecoli inh 5.7, AddAB inh -0.3, PvdQ acylase -4, DAGLB inhibitor -1, PfHsp90 yeast 2 22, CAL PDZ inh -0.5, E coli growth -2.8 and Wnt bcat act 8.
`Cc1nc(Nc2ccccc2)[nH]c(=O)c1CCC(C)C` gave Tat export inh -5, Rtt109 Vps75 0, phage Ecoli inh 3.0, AddAB inh 1.9, PvdQ acylase -15, DAGLB inhibitor 4, PfHsp90 yeast 2 9, CAL PDZ inh -0.8 and E coli growth -1.1.
`Nc1ncnc2c1ncn2-c1ccccc1Cl` gave Tat export inh -7, Rtt109 Vps75 -2, phage Ecoli inh -1.7, PvdQ acylase -12, DAGLB inhibitor 1, PfHsp90 yeast 2 -6, CAL PDZ inh -0.9 and Wnt bcat act 3.
For COc1ccc(N(CC(=O)Nc2ccccc2SC)S(C)(=O)=O)cc1OC the results were Tat export inh -2, phage Ecoli inh 3.2, AddAB inh 1.9, PvdQ acylase -5, DAGLB inhibitor -1, CAL PDZ inh -3.5 and E coli growth -1.9.
`CN(C)Cc1c(C(=O)Nc2ccccc2)[nH]c2ccccc12` gave Tat export inh -4, Rtt109 Vps75 -2, phage Ecoli inh 2.5, AddAB inh 4.8, PvdQ acylase 2, DAGLB inhibitor -4, PfHsp90 yeast 2 16, CAL PDZ inh -1.4, E coli growth 5.1 and Wnt bcat act inconclusive.
For Cc1cc(NC(=O)CSc2nc(-c3cccs3)nc3ccccc23)no1 the results were Tat export inh 0, Rtt109 Vps75 -1, phage Ecoli inh 0.7, AddAB inh 2.3, PvdQ acylase -9, DAGLB inhibitor -4, PfHsp90 yeast 2 2, CAL PDZ inh 0.4, E coli growth -1.2 and Wnt bcat act -9.
Cc1cc(C)c2c(-n3cccc3)c(C(=O)NNS(=O)(=O)c3ccc(F)cc3)sc2n1 was read as Tat export inh 1, Rtt109 Vps75 31, phage Ecoli inh 1.4, AddAB inh 0.5, PvdQ acylase -15, DAGLB inhibitor -1, PfHsp90 yeast 2 4, CAL PDZ inh -1.4, E coli growth -2.4 and Wnt bcat act -5.
`Cc1nc2sc(C(c3ccc(Cl)cc3)N3CCN(c4ccccc4F)CC3)c(O)n2n1` (stereo not drawn) gave Tat export inh 3, Rtt109 Vps75 -9, phage Ecoli inh 0.6, AddAB inh -3.7, PvdQ acylase -10, DAGLB inhibitor 2, PfHsp90 yeast 2 10 and E coli growth 1.6.
For Cc1cc(-n2c(=S)sc3c(=O)n(-c4ccc(F)cc4)c(SCC(=O)O)nc32)ccc1Cl the results were Tat export inh 2, Rtt109 Vps75 3, phage Ecoli inh 2.5, AddAB inh -0.5, PvdQ acylase 5, DAGLB inhibitor 6, PfHsp90 yeast 2 -8, CAL PDZ inh -1.1, E coli growth -2.6 and Wnt bcat act -1.
For O=C(O)COc1ccccc1/C=C1\SC(=Nc2ccc(F)cc2)N(c2ccc(F)cc2)C1=O the results were Tat export inh 3, Rtt109 Vps75 26, phage Ecoli inh 1.8, AddAB inh 0.2, PvdQ acylase -12, DAGLB inhibitor 4, PfHsp90 yeast 2 17, CAL PDZ inh -3.0, E coli growth 1.6 and Wnt bcat act -1.
`Cc1cc2ncc(C(=O)N=CN(C)C)cn2n1` gave Tat export inh 2, Rtt109 Vps75 16, phage Ecoli inh 5.0, AddAB inh -2.2, PvdQ acylase 0, DAGLB inhibitor -2, PfHsp90 yeast 2 -6, CAL PDZ inh -1.3, E coli growth 0.1 and Wnt bcat act 1.
Screening Cc1cc(-n2c(SCCC#N)nnc2-c2cccnc2)ccc1Cl returned Tat export inh 5, phage Ecoli inh -0.8, AddAB inh 0.0, PvdQ acylase -11, DAGLB inhibitor 4, CAL PDZ inh -2.9 and E coli growth -1.3.
For COc1ccc(/C=C2\SC(=O)N=C2N)cc1OC the results were Tat export inh -4, Rtt109 Vps75 2, phage Ecoli inh 2.9, AddAB inh 0.5, PvdQ acylase -12, DAGLB inhibitor -2, PfHsp90 yeast 2 -2, CAL PDZ inh -4.2, E coli growth -1.9 and Wnt bcat act -2.
Screening CC(=O)c1ccc(S(=O)c2ccccc2)cc1 (stereo not drawn) returned Tat export inh 3, Rtt109 Vps75 -7, phage Ecoli inh 2.5, AddAB inh -0.2, PvdQ acylase -9, DAGLB inhibitor 2, PfHsp90 yeast 2 0, CAL PDZ inh 0.0 and E coli growth 1.7.
CCN(CC)CC1(O)CCN(C(=O)c2ccc(Cl)c(Cl)c2)CC1 was read as Tat export inh 1, Rtt109 Vps75 -9, phage Ecoli inh 3.8, AddAB inh 2.7, PvdQ acylase -5, DAGLB inhibitor -2, PfHsp90 yeast 2 28, CAL PDZ inh -0.1, E coli growth 3.1 and Wnt bcat act -2.
Cc1ccc(CN2CC(C(=O)N3CC=C(c4ccccc4)CC3)CC2=O)cc1 (stereo not drawn) was read as Tat export inh 7, Rtt109 Vps75 -6, phage Ecoli inh 0.4, AddAB inh 5.1, PvdQ acylase -17, DAGLB inhibitor 1, PfHsp90 yeast 2 2, CAL PDZ inh -3.1, E coli growth 0.9 and Wnt bcat act 2.
Screening COc1ccc2nc(-c3ccccc3)cc(C(=O)OCC(=O)NC3CC3)c2c1 returned Tat export inh -3, phage Ecoli inh 3.5, PvdQ acylase -2, DAGLB inhibitor 3, PfHsp90 yeast 2 -23, CAL PDZ inh -1.4 and Wnt bcat act -2.
Screening CCn1c(SCC(=O)N2CCCCC2C)nnc1-c1ccc(S(=O)(=O)N2CCN(C)CC2)cc1 (stereo not drawn) returned Tat export inh 2, Rtt109 Vps75 4, phage Ecoli inh -1.1, AddAB inh -0.5, PvdQ acylase 9, DAGLB inhibitor -1, PfHsp90 yeast 2 -5, CAL PDZ inh 3.2 and E coli growth -0.5.
COc1ccc(N2C(=O)C(CC(N)=O)N(NC(=O)c3cccc(OC)c3)C2=S)cc1 (stereo not drawn) was read as Tat export inh 0, Rtt109 Vps75 -2, phage Ecoli inh 2.8, AddAB inh 5.5, PvdQ acylase -13, DAGLB inhibitor -1, PfHsp90 yeast 2 2, CAL PDZ inh -1.1, E coli growth 3.2 and Wnt bcat act -1.
For CCCCNC(=O)c1ccccc1SCc1c(C)noc1C the results were Tat export inh -5, Rtt109 Vps75 -4, phage Ecoli inh 1.8, AddAB inh -0.4, PvdQ acylase -1, DAGLB inhibitor -2, PfHsp90 yeast 2 1, CAL PDZ inh -0.9, E coli growth 0.4 and Wnt bcat act 1.
CC(NC(=O)C1CC12CCC2)c1ccccc1 (stereo not drawn) was read as Tat export inh -1, Rtt109 Vps75 -8, phage Ecoli inh 2.5, AddAB inh -0.2, PvdQ acylase -11, DAGLB inhibitor 2, PfHsp90 yeast 2 20, CAL PDZ inh -1.2, E coli growth 1.2 and Wnt bcat act -7.
For Nc1c(C(=O)Nc2cccc(Cl)c2Cl)sc2nc(-c3cccnc3)ccc12 the results were Tat export inh -3, Rtt109 Vps75 6, phage Ecoli inh 2.2, AddAB inh 1.8, PvdQ acylase 13, DAGLB inhibitor 1, PfHsp90 yeast 2 -9, CAL PDZ inh -0.7, E coli growth -2.0 and Wnt bcat act 7.
`COc1ccc(CC(=O)NCC(=O)Nc2ccccc2Br)cc1` gave Tat export inh 2, Rtt109 Vps75 -5, phage Ecoli inh -0.3, AddAB inh 2.0, PvdQ acylase 4, DAGLB inhibitor -4, PfHsp90 yeast 2 -17, CAL PDZ inh -2.9, E coli growth -1.4 and Wnt bcat act 1.
For O=C(CSc1nc(-c2ccc(F)cc2)cc(C(F)(F)F)n1)NCc1cccs1 the results were Tat export inh 3, Rtt109 Vps75 -6, phage Ecoli inh 1.2, AddAB inh 1.3, PvdQ acylase -14, DAGLB inhibitor -3, PfHsp90 yeast 2 8, CAL PDZ inh 0.6 and E coli growth 1.0.
For CC(=O)C(Sc1nnnn1-c1ccccc1)C(C)=O the results were Tat export inh -4, Rtt109 Vps75 2, phage Ecoli inh 3.2, AddAB inh -0.6, PvdQ acylase 1, DAGLB inhibitor -1, PfHsp90 yeast 2 7, CAL PDZ inh -0.4, E coli growth -2.6 and Wnt bcat act -2.
`COc1ccccc1C1C(C#N)=C(N)Oc2cc(C)n(CCCn3ccnc3)c(=O)c21` (stereo not drawn) gave Tat export inh -3, Rtt109 Vps75 -14, phage Ecoli inh 2.5, AddAB inh 2.9, PvdQ acylase -13, DAGLB inhibitor 0, PfHsp90 yeast 2 -12, CAL PDZ inh 0.5, E coli growth -3.4 and Wnt bcat act 7.
O=C(Nc1cc(S(=O)(=O)N2CCOCC2)ccc1N1CCOCC1)c1ccc(S(=O)(=O)N2CCCCC2)cc1 was read as Tat export inh -2, Rtt109 Vps75 14, phage Ecoli inh -0.6, AddAB inh -0.1, PvdQ acylase 4, DAGLB inhibitor -2, PfHsp90 yeast 2 -18, CAL PDZ inh -1.7, E coli growth 1.0 and Wnt bcat act -1.
`COC(=O)c1cc2nc(-c3ccc(OC)cc3)cc(C(F)(F)F)n2n1` gave Tat export inh 7, Rtt109 Vps75 2, phage Ecoli inh 1.5, AddAB inh 2.8, PvdQ acylase -29, DAGLB inhibitor 0, PfHsp90 yeast 2 -26, CAL PDZ inh 0.0 and E coli growth 0.4.

Assay outcomes deposited in PubChem by several laboratories.
